Screening results as filed in PubChem.
TDP43 rescue = rescues yeast growth from TDP-43 toxicity; TDP-43 expressing yeast growth rescue, BacTiter-Glo, 24 h; Potency, µM (doses to about 46.1 µM), without a hit: at the highest dose growth rescue (activation), usual class: activators; 410,000 compounds, 1.8% hits; AID 652104; also: % of control where 0% means no effect; nearly all actives have a fitted effect of over 50% in size
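Yeast cells expressing TDP-43 under galactose induction are exposed to compounds for 24 hr at 30 deg C. BacTiter-Glo luminescence measures growth, so protective compounds score as activators.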
HT1080-NT tox = kills 2HG-producing HT-1080-NT fibrosarcoma cells; AID 686970; 360,000 compounds, 1.6% hits; HT-1080-NT fibrosarcoma viability, CellTiter-Glo ATP luminescence, 48 h; Potency, µM (series often up to 46.1 µM), inactives show at the top dose activity, negative = less viability, most hits filed as cytotoxic;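 also: NT is the 2HG producing partner of a matched IDH1 knockdown line; 0% = DMSO-treated cells and -100% = media-only wells without cells; nearly all actives have a fitted effect of over 55% in size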
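Read-out is CellTiter-Glo luminescence after 10 minutes at room temperature, following 48 hours' compound treatment of HT-1080-NT cells (750 cells/well, RPMI, 5% FBS, 37 degrees C).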
GLP1R cytotox = cytotoxicity counter-screen for GLP-1 receptor inverse agonists. HEK293 cAMP-luciferase reporter cells, luminescence, 24 h. Potency, µM (highest dose often 38.3 µM), inactives show top-dose activity change, negative = inhibition, actives largely listed as inhibitors. 410,000 compounds, 0.13% hits. AID 624418;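 also: loss of luciferase light is scored as toxicity; % is scaled to controls: 0 for no effect and ±100 for the full control effect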
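A 23 nL compound transfer followed 12 hours of cell culture at 37 deg C; exposure then lasted 24 hr. Luciferase assay detection reagent was dispensed and plates read for luminescence after a 12 min room-temperature wait.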
GLP1R inv ag = GLP-1 receptor (human) inverse agonism; 410,000 compounds, 1.6% hits; HEK293 GLP-1R CRE-luciferase, luminescence, 24 h; GLP-1R form is constitutively active; P43220; Potency, µM (series often up to 38.3 µM), without a hit: top-dose activity change, negative = inhibition, actives largely listed as inhibitors; also: % is scaled to controls: 0 for no effect and ±100 for the full control effect; nearly all actives have a fitted effect of over 55% in size
Target sequence (P43220 whole entry, looked up): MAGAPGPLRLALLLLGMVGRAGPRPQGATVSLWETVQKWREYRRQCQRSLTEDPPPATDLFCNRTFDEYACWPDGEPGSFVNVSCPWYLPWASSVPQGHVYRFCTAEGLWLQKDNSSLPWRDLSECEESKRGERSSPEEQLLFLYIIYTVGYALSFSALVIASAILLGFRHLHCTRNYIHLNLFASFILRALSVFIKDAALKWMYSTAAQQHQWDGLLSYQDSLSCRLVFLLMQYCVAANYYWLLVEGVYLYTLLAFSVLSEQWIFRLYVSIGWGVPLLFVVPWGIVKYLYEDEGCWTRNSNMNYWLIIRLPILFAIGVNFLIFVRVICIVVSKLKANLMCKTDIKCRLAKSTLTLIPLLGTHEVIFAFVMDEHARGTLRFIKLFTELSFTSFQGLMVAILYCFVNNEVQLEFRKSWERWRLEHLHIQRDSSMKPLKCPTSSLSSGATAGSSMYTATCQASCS
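Cells are plated, allowed 12 hours at 37 deg C, then treated with compounds for 24 hr before luciferase detection reagent is added and luminescence is read after 12 min at room temperature. The HEK293 line carries constitutively active GLP-1R with a cAMP-responsive reporter.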
KB-3-1 cytotox = KB-3-1 parental cell cytotoxicity. KB-3-1 viability, CellTiter-Glo ATP luminescence, 72 h. Potency, µM (series often up to 46.1 µM), for the others: at the top dose activity change, negative = cytotoxic, most hits filed as cytotoxic. 400,000 compounds, 1.4% hits; also: % is scaled to controls: 0 for no effect and ±100 for the full control effect; nearly all actives have a fitted effect of over 60% in size
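Screening of KB-3-1 cells (DMEM, 10% FBS, phenol-red free) ran from lowest to highest compound concentration; after 72 h at 37 °C viability was read luminescently and curves fitted.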
KB-V1 cytotox = kills drug-selected multidrug resistant KB-V1 cells. KB-V1 MDR cells viability, CellTiter-Glo, 72 h. Potency, µM (highest dose often 46.1 µM), without a hit: top-dose activity change, negative = cytotoxicity, most hits filed as cytotoxic. 400,000 compounds, 3.4% hits. AID 1347076; also: % is scaled to controls: 0 for no effect and ±100 for the full control effect; nearly all actives have a fitted effect of over 60% in size
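Potencies derive from concentration-effect curves fitted to normalized luminescence (CellTiter-Glo) of KB-V1 cells treated for 72 h at 37 degrees C in phenol-red-free DMEM containing 10% FBS.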
SW480 rereplic = inducers of DNA re-replication in SW480 colon cancer cells; SW480 DNA re-replication, Hoechst DNA content imaging, 48 h; Potency, µM (series often up to 46.1 µM), for the others: at the top dose re-replication activation, actives largely listed as activators; 340,000 compounds, 1.8% hits; also: % of control where 0% means no effect; nearly all actives have a fitted effect of over 55% in size
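Image-based DNA-content assay: after two days of treatment, nuclei were labelled with the DNA dye Hoechst and imaged, and hits were compounds raising the count of nuclei showing high fluorescence intensity.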
HT1080 IDH1KD tx = toxicity to HT-1080 IDH1 knockdown cells (counter line); HT-1080 IDH1 knockdown viability, ATP luminescence, 48 h; Potency, µM (top dose mostly 46.1 µM), inactives show top-dose activity, negative = toxicity, hits mostly cytotoxic; 360,000 compounds, 2% hits; AID 686971;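 also: 0% = DMSO wells and -100% = cell-free medium wells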
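% activity derives from luminescence (CellTiter-Glo), normalised to DMSO and no-cell wells. HT-1080-IDH1KD cells, 750/well, had 48 h compound exposure at 37 °C.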
GLP1R ag = activates the human GLP-1 receptor; AID 624172; 380,000 compounds, 0.007% hits; Potency, µM (doses to about 45.6 µM), for inactives: top-dose activation, most hits filed as activators; HEK293 GLP-1R CRE-luciferase, luminescence, 4-6 h; cells express a hypersensitive GLP-1R form; also: % of control where 0% means no effect
Active calls of the source: *; ? = inconclusive; nt = no result given; [ ] = remark or other dose. Calls follow the shape of the dose curve; as a rule, active = well fitted curve in the direction sought with a large enough effect; inconclusive = small, poorly fitted or top-dose-only effect, or another doubt; inactive = no such curve, though single readings can be large; an effect the other way counts as inactive or inconclusive. Potency is read from the fitted curve at half-maximal effect.

SMILES | TDP43 rescue | HT1080-NT tox | GLP1R cytotox | GLP1R inv ag | KB-3-1 cytotox | KB-V1 cytotox | SW480 rereplic | HT1080 IDH1KD tx | GLP1R ag
Cc1ccc(NC(=O)CCn2cnc3ccccc3c2=O)cc1Cl | -4.2% | -12.3% | 2.9% | 17.7% | -1.2% | 1.8% | -0.9% | -13.5% | 8.4%
CC(C)c1ccc(NC(=O)C(c2ccccc2)N2CCC3(CC2)OCCO3)cc1 (configuration not stated) | 16.8% | 3.5% | -10.9% | ? | 1.0% | ? | ? | 1.0% | 0.4%
COc1ccc(S(=O)(=O)N2CCCC2CNC(=O)C(=O)Nc2cccc(F)c2)cc1 (configuration not stated) | -7.9% | -0.3% | ? | ? | -6.6% | 4.11µM* | 0.7% | -9.2% | 8.2%
Cc1cccc2c(=O)c(C(=O)NCc3ccc(F)cc3)c[nH]c12 | 11.8% | -18.5% | -2.2% | -12.8% | -35.1% | ? | -56.2%[inhibitor] | -17.0% | -6.9%
COc1ccc(OC)c(S(=O)(=O)N2CC=C(c3c(C)n(CC(=O)N4CCCC4)c4ccccc34)CC2)c1 | -19.1% | nt | 7.3% | -29.8% | -7.6% | -25.6% | nt | nt | nt
O=c1oc2ccccc2c(Nc2ccccc2)c1[N+](=O)[O-] | 9.2% | -17.9% | -14.4% | 2.7% | 8.7% | 4.2% | 1.2% | -16.7% | 26.3%
CC(=O)Nc1ccc(S(=O)(=O)N(C)S(=O)(=O)c2ccc(F)cc2)cc1 | ? | 6.1% | 4.0% | 0.0% | -21.5% | 16.4µM* | -0.8% | ? | -0.6%
O=C1N=C(N2CCC(Cc3ccccc3)CC2)S/C1=C/c1cn[nH]c1-c1ccccc1 | 0.0% | 0.3% | -7.0% | 0.0% | -12.1% | 23.1µM* | -0.2% | -10.3% | -1.5%
CN(C)CCCN(CCCN(C)C)C(=S)Nc1ccc(S(=O)(=O)N2CCOCC2)cc1 | 8.1% | -7.2% | 2.2% | ? | -2.1% | -2.9% | -5.1% | -10.2% | -4.0%
O=C(O)c1ccccc1SCC(=O)N1CCc2ccccc21 | -10.8% | -8.1% | 0.5%[7.66 µM] | -1.2%[7.66 µM] | -5.3% | -10.5% | 27.5% | -4.1% | 1.9%
O=C(CC(c1cccs1)N1Cc2ccccc2C1=O)Nc1ccc(F)cc1 (configuration not stated) | -19.1% | nt | -2.6% | 6.0% | -4.7% | -19.5% | nt | nt | 8.2%
Cc1cccc(NC(=O)CN2C(=O)COc3ccc(Cl)cc32)c1 | -9.2% | -4.3% | -11.5% | -14.7% | -8.3% | ? | -3.1% | -5.8% | -1.2%
COc1ccc(C(CNC(=O)c2cccc(S(=O)(=O)Nc3ccccc3Cl)c2)N2CCOCC2)cc1 (configuration not stated) | 1.1% | ? | ? | ? | -24.0% | -29.8% | -4.0% | -24.6% | 0.4%
Cc1[nH]c2ccccc2c1C(=O)COC(=O)Cn1c(C(F)(F)F)nc2ccccc21 | -0.7% | -11.2% | -15.9% | -27.6% | 13.8% | 0.0% | -3.2% | -6.7% | -0.8%
CC1CCCCC1NC(=O)CCN1C(=O)C2C3C=CC(C3)C2C1=O (configuration not stated) | -3.2% | 3.3% | -9.3% | 3.2% | 13.6% | 0.0% | -22.6% | 10.2% | -4.3%
CSCCC(NC(=O)c1ccc([N+](=O)[O-])cc1Cl)C(=O)OCC(=O)N(C)C (configuration not stated) | -4.5% | -3.0% | 23.5% | 11.4% | -7.5% | -17.4% | -2.9% | -2.7% | 0.4%
CCOc1ccccc1OCCOc1cccc(C(F)(F)F)c1 | 23.0% | 11.1% | -1.6% | ? | 27.5% | 22.0% | 0.0% | 12.1% | -0.8%
Cc1c(C(=O)N2CCN(CCc3ccccn3)CC2)oc2ccc(Cl)cc12 | 0.5% | 8.9% | -12.9% | -10.4% | 12.4% | 11.0% | 17.0% | -8.3% | 1.7%
NC1=NN=C(N2N=C(c3ccccc3)CC2(O)C(F)(F)F)n2ncnc2C1 (configuration not stated) | -16.1% | -3.9% | 5.4% | 19.9% | -8.6% | 0.0% | -2.0% | 0.1% | 1.9%
CC(NC(=O)Nc1ccccc1)C(c1ccccc1)N1CCOCC1 (configuration not stated) | 15.2% | 10.8% | -11.1% | 9.4% | 8.1% | -0.3% | -1.7% | 21.5% | 2.4%
C/C(=N\Nc1nc(-c2ccc(C)cc2C)cs1)c1cc2ccccc2oc1=O | 19.7% | -1.7% | -3.8% | 5.4% | 0.7% | -13.6% | -6.2% | -5.2% | -1.3%
Cc1ccccc1C(=O)N1CCC[C@@H]1C(=O)N1CCC[C@H]1C(=O)NCc1ccncc1 | 11.1% | 0.5% | 5.2% | 19.6% | -1.2% | 13.3% | nt | 7.3% | 12.2%
C=CCNc1scc(-c2ccccc2)[n+]1CC=C | -7.0%[0.397 µM] | 7.5% | -17.5% | 1.6% | 5.1% | 8.9% | -3.8% | 11.0% | 0.3%
CCOC(=O)CC1COCCN1Cc1cn[nH]c1-c1ccc2c(c1)OCO2 (configuration not stated) | 2.2% | 8.3% | -1.6% | 3.8% | 3.3% | 1.8% | -13.6% | 4.5% | 5.6%
CCC(C)NC(=O)c1cc2cc3ccc(OC)cc3nc2o1 (configuration not stated) | 23.1% | -0.5% | 9.6% | 30.5%[activator] | -5.2% | ? | -0.6% | 3.2% | 14.4%
Next results.
SMILES | TDP43 rescue | HT1080-NT tox | GLP1R cytotox | GLP1R inv ag | KB-3-1 cytotox | KB-V1 cytotox | SW480 rereplic | HT1080 IDH1KD tx | GLP1R ag
CN(C)S(=O)(=O)N1CCC(CO)(Cc2cccc(C(F)(F)F)c2)CC1 | -1.5% | -12.0% | 17.8% | ? | -2.8% | ? | -0.9% | 2.5% | 5.8%
Cc1ccc2nc(-c3ccc(F)cc3)c(Cc3ccccn3)n2c1 | 17.4% | -2.1% | 4.1% | -2.5% | 0.0% | -13.2% | nt | -9.6% | -2.5%
O=C(N1CCCCCC1)N1CCN(S(=O)(=O)c2ccccc2)CC1 | -8.7% | -3.2%[9.24 µM] | 0.0% | -5.4% | 9.0% | ? | 0.5% | 1.3% | 0.3%
COc1ccccc1NC(=O)Nc1ncccc1C | ? | 15.9% | 4.2% | 3.7% | 5.3% | ? | -4.6% | 21.1% | 1.9%
CCCCN(C(=O)c1c(-c2ccccc2)noc1C)c1c(N)n(CCC)c(=O)[nH]c1=O | 22.8% | 15.5%[9.24 µM] | 5.9% | -11.9% | 2.5% | 0.0% | -28.0% | -7.3% | -6.8%
COc1ccc(OC)c(Nc2ncnc3c2cnn3-c2cccc(C)c2)c1 | -4.5% | 7.08µM* | -29.1% | ? | ? | ? | 7.31µM* | 7.08µM* | 4.5%
COC(=O)CSc1nc(NC#N)nc(NC(C)C)n1 | -18.6% | 8.0% | -1.1% | 0.4% | 1.2% | -7.3% | -6.9% | 9.8% | 6.8%
N#CCCn1cc(C(=O)Nc2cccc(C(=O)O)c2)c(-c2ccc(Cl)cc2)n1 | 6.8% | 2.1% | -17.6% | 7.0% | 25.9% | -4.5% | 4.11µM* | -0.6% | -6.7%
Cc1ccc(NC2CCCN(C(=O)CCC3(C)CC3)C2)cc1C (configuration not stated) | 3.7% | -0.1% | 12.1% | ? | -5.9% | ? | -0.4% | 0.1% | 17.2%
CCC(=O)c1ccc(OCC(O)CN2C(=O)NC(C)(C)C2=O)cc1 (configuration not stated) | 9.0% | 0.0% | 0.1% | 14.7% | -1.3% | -6.2% | -1.8% | 0.7% | -6.1%
CCc1ccc(C(=O)c2cn(CC(=O)NCc3ccc(C)cc3)c3nc(C)ccc3c2=O)cc1 | -17.3% | nt | 2.8% | -1.2% | 2.5% | 12.7% | nt | nt | nt
CCOC1(OCC)N=C(N)C2(C#N)C(c3cccc(OC)c3OC)C12C#N (configuration not stated) | -19.0% | -1.0% | -9.7% | -6.0% | -2.4% | -2.1% | -0.1% | -2.6% | 10.2%
Cc1ccc(CC(=O)Nc2ccc(F)c([N+](=O)[O-])c2)cc1 | 8.6% | 10.3% | 0.0% | -2.0% | 4.7% | 8.0% | -5.0% | 6.2% | -0.4%
CC[C@]12c3[nH]c4cc(-c5ccco5)ccc4c3CCN1C(=O)[C@@H](CC(=O)NCCc1ccccn1)C[C@@H]2C(=O)N1CCN(C(=O)C2CC2)CC1 | -15.8% | -4.6% | -1.1% | 6.2% | -10.2% | -13.5% | ? | -2.9% | -0.7%
CO/N=C/C(=N\Nc1ccccc1)C(=O)c1ccccc1 | ? | -0.1% | 11.8% | ? | 3.0% | ? | 1.0% | -2.2% | 20.7%
COc1ccc(NC(=O)CN2CCOCC2)cc1 | 9.9% | 24.8% | -13.8% | 6.8% | -1.1% | 7.6% | -4.1% | 20.2% | 16.1%
Cc1ccc(S(=O)(=O)Nc2cccc3c2O[C@H](CN(C)C(=O)Nc2cccc4ccccc24)[C@H](C)CN([C@H](C)CO)C3=O)cc1 | 3.9% | -22.4% | 1.4% | ? | -1.7% | -1.5% | -4.1% | -16.5% | 9.0%

Complete entries, quoted from the list. Screens in order: TDP43 rescue | HT1080-NT tox | GLP1R cytotox | GLP1R inv ag | KB-3-1 cytotox | KB-V1 cytotox | SW480 rereplic | HT1080 IDH1KD tx | GLP1R ag
CCC(=O)c1ccc(OCC(O)CN2C(=O)NC(C)(C)C2=O)cc1 (configuration not stated) in the list: 9.0% | 0.0% | 0.1% | 14.7% | -1.3% | -6.2% | -1.8% | 0.7% | -6.1%
COc1ccc(OC)c(Nc2ncnc3c2cnn3-c2cccc(C)c2)c1 in the list: -4.5% | 7.08µM* | -29.1% | ? | ? | ? | 7.31µM* | 7.08µM* | 4.5%
O=C(N1CCCCCC1)N1CCN(S(=O)(=O)c2ccccc2)CC1 in the list: -8.7% | -3.2%[9.24 µM] | 0.0% | -5.4% | 9.0% | ? | 0.5% | 1.3% | 0.3%
CC[C@]12c3[nH]c4cc(-c5ccco5)ccc4c3CCN1C(=O)[C@@H](CC(=O)NCCc1ccccn1)C[C@@H]2C(=O)N1CCN(C(=O)C2CC2)CC1 in the list: -15.8% | -4.6% | -1.1% | 6.2% | -10.2% | -13.5% | ? | -2.9% | -0.7%
